RGS4 inh – inhibitors of human RGS4 | P49798 | B-score at 10 µM | HEK293 M3R/RGS4 inducible, Fluo-4 calcium flux; active compounds read high; triggered by carbachol at its EC20 | 0.45% of 310,000 active | AID 463165;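 active means B-score, a plate-corrected calcium signal, over three deviations above library mean, with baseline fluorescence within five deviations of library mean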;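 further: RGS4 expression induced by doxycycline in cells with stable M3 receptor; B-score is computed from the integrated fluorescence ratio over baseline after carbachol; higher B-score means a larger calcium signal and so more RGS4 inhibition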
Target sequence (P49798 whole entry, looked up): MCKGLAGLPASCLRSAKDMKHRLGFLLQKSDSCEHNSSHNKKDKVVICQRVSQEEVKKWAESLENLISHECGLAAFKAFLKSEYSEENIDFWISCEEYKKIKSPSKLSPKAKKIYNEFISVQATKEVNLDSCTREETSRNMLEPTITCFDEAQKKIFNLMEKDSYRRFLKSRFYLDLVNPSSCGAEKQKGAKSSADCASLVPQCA
TRPC4 agonist – activators of mouse TRPC4 channel; Q9QUQ5; HEK293 TRPC4beta/mu-opioid, Fluo4 calcium fluorescence; active compounds read high; B-score at 10 µM; 0.49% of 310,000 active;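 active means B-score above 5 SD of library B-scores, and initial fluorescence ratio not above library mean plus 5 SD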;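 further: positive B-score marks a calcium rise read as TRPC4 activation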
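Material: HEK293 stable line with TRPC4beta plus mu-opioid receptor; technique: Fluo4 calcium-sensitive dye fluorescence, kinetic, 1 Hz baseline; timing: Fluo4 dye loading 45 min at room temperature, 110 s recording; controls: assay buffer as low control, maximal DAMGO as high control; read-out: integrated baseline-normalised fluorescence ratio, converted to per-well B score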
MrgX1 antag – antagonists of human MrgX1 receptor; AID 588676; 1.3% of 310,000 active; MRGX1-HEK293 calcium flux, Fluo-4, BAM8-22 antagonism; active compounds read low; Q96LB2; B-score at 10 µM;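 active means calcium-response B-score plate-corrected more than 3 library SD below zero, starting fluorescence within 5 deviations, no agonist response on first addition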;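 further: peak minus trough fluorescence over baseline after final BAM8-22 challenge near maximal dose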
TRPC6 inh – mouse TRPC6 channel inhibition. Q61143. B-score at 10 µM. AID 2553. HEK293-TRPC6, membrane potential dye, ACh-evoked depolarization; active compounds read low. 1.1% of 310,000 active;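 active means B-score under library mean minus 3 SD, initial fluorescence not abnormally high, positive integrated signal ratio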;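 further: B-score derived from integrated fluorescence ratio over the kinetic read; more negative B-score means stronger inhibition of depolarization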
Target sequence (Q61143 whole entry, looked up): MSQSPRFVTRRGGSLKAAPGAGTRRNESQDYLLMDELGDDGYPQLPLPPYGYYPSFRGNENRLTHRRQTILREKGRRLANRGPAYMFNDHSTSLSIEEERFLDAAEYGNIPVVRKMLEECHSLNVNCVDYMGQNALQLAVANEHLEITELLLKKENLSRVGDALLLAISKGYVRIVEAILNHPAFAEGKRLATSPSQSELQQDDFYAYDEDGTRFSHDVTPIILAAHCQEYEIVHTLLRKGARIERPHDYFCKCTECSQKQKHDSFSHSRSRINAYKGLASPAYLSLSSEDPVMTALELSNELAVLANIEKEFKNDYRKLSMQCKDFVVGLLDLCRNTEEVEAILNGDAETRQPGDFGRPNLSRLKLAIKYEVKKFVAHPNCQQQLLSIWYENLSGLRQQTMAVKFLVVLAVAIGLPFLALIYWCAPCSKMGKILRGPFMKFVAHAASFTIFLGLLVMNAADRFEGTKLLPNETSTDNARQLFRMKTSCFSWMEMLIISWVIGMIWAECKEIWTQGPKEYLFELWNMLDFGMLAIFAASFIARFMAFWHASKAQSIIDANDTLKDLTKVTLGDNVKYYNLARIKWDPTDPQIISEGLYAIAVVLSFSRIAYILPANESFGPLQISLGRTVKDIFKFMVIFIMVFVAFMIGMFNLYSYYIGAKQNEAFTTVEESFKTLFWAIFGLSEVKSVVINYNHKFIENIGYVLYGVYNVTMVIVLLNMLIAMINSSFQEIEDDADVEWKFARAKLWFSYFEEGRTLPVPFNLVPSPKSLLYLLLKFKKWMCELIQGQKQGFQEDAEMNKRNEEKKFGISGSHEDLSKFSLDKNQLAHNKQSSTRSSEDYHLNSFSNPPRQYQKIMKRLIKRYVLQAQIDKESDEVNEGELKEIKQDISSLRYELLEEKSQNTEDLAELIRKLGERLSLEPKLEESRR
TRPC4 potent – allosterically enhances the mouse TRPC4 cation channel. Q9QUQ5. HEK293 TRPC4beta/mu-opioid, DAMGO EC20, Fluo-4 Ca2+ flux; active compounds read high. B-score at 10 µM. 0.42% of 310,000 active;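 active means B-score of calcium response area above 5 SD of library B-scores, with initial fluorescence ratio within 5 SD of library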;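 further: B-score of integrated fluorescence ratio over time as area under calcium response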
MrgX1 agonist – human MrgX1 receptor agonism, primary screen; Q96LB2; MrgX1-HEK293 cells, Fluo-4 calcium fluorescence, agonist mode; active compounds read high; B-score at 10 µM; 0.44% of 310,000 active; AID 588627;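 active means calcium response B-score plate-corrected fluorescence ratio at least 3 library SD, with starting fluorescence B-score inside 5 SD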
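System: HEK293 cells stably expressing human MrgX1 receptor; Dosing: test compound in the initial addition of three; Schedule: overnight plating, then 30 min 37 °C plus 30 min room-temperature dye loading; Detection: kinetic calcium dye fluorescence, Fluo-4 NW; Controls: per-plate positive and negative controls for Z′ factor.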
MrgX1 allo act – allosterically activates human MrgX1 receptor signaling; MrgX1-HEK293, Fluo-4 calcium flux, FDSS; active compounds read high; Q96LB2; B-score at 10 µM; 0.63% of 310,000 active;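 active means plate-corrected calcium response at least 3 library SD above typical, normal starting fluorescence, not activating the receptor alone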;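 further: compound read alongside a low EC10 to EC30 dose of BAM8-22 agonist; peak minus trough fluorescence over baseline measured at the second addition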
TRPC4 inh – blocks the mouse TRPC4 cation channel | B-score at 10 µM | 0.39% of 300,000 active | Q9QUQ5 | HEK293 TRPC4beta/mu-opioid, DAMGO-evoked Fluo4 calcium flux; active compounds read low | AID 2247;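 active means B-score over 3 SD under the library average, no early fluorescence shift, positive overall ratio signal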
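Material: HEK293 cells with stable TRPC4beta plus mu-opioid receptor expression; probe or stimulus: DAMGO in two steps, submaximal then maximal; technique: Fluo4 calcium fluorescence by kinetic imaging, 5 s 1 Hz baseline; measure: integrated fluorescence ratio relative to baseline, converted to per-well B score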
TRPC6 act – activators of mouse TRPC6 channel | B-score at 10 µM | Q61143 | HEK293-TRPC6 membrane potential dye fluorescence; active compounds read high | 0.13% of 310,000 active | AID 2550;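 active means B-score of the integrated fluorescence ratio above library mean plus 3 SD, and starting fluorescence ratio within library mean plus 5 SD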;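 further: higher score means more depolarization so channel activation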
ANO1 block – mouse TMEM16A channel inhibition, primary screen | Q8BHY3 | HEK293 TMEM16A/YFP iodide influx fluorescence, ionomycin | normalized B-score (activity score, 25-100; higher = stronger inhibition) at 10 µM | 1.2% of 310,000 active | AID 588511;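 active means ratio plate-corrected score three or more library SD toward inhibition, starting fluorescence score within five deviations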;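 further: score derived from kinetic fluorescence span divided by baseline fluorescence per well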
ANO1 activ – mouse TMEM16A channel activation, primary screen; Q8BHY3; HEK293 TMEM16A/YFP-H148Q/I152L, iodide quench fluorescence; active compounds read low; B-score at 10 µM; 0.3% of 340,000 active;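 active means fluorescence-ratio B-score plate-corrected deviation score at least 3 library SD below zero, with starting fluorescence score within 5 deviations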;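 further: channel opened by trigger with iodide after compound preincubation; score built on the fluorescence ratio of max minus min over baseline; more negative score means more quench and so TMEM16A activation or potentiation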
* = called active by the depositor; i = inactive; / = no result given.

SMILES	RGS4 inh	TRPC4 agonist	MrgX1 antag	TRPC6 inh	TRPC4 potent	MrgX1 agonist	MrgX1 allo act	TRPC4 inh	TRPC6 act	ANO1 block	ANO1 activ
Cc1ccc(C(=O)OCC(=O)N2CCC(c3ccccc3)=N2)c(C)c1	i	i	i	i	i	i	i	i	i	i	i
Cc1ccc(Nc2c(-c3ccc(N4CCOCC4)cc3)nc3ncccn23)c(C)c1	i	i	i	-6.1*	i	i	i	i	i	i	i
Cn1c(=O)c2c(SCC(=O)N3CCCCC3)nc(-c3ccccc3F)nc2n(C)c1=O	i	i	i	i	i	i	i	i	i	i	i
COc1ccc(C(=O)NC(=S)NCCO)cc1Br	i	i	i	i	i	i	i	i	i	i	i
Cc1ccccc1Cn1ccc(-c2ccc(Cl)cc2)c(C#N)c1=O	i	i	i	i	i	i	i	i	i	i	i
CNC(=O)c1c[nH]c2ccc(S(=O)(=O)Nc3ccccc3F)cc2c1=O	i	i	i	i	i	i	i	i	i	i	i
Cc1ccc(/C=N/NC(=O)CSc2nc3ccccc3n2Cc2ccc(Cl)cc2)o1	i	i	i	i	i	i	i	i	i	i	i
COc1cccc(-c2nn(C)c3sc(C(=O)NCc4ccco4)cc23)c1	i	i	i	i	i	i	i	i	i	i	i
COc1ccc(OC)c(-c2cc(C(=O)Nc3c(C)nn(Cc4ccccc4)c3C)no2)c1	i	i	i	i	i	i	i	i	i	i	i
COc1ccc(C(O)c2nc3ccccc3n2C)cc1OC (configuration not stated)	i	i	i	i	i	i	i	i	i	i	i
COc1ccc(O)c(/C=N/N=C2/C(=O)Nc3ccccc32)c1	i	i	i	i	i	i	i	i	i	i	i
O=C(CSc1nc2ccc(NC(=O)CSc3nnnn3Cc3ccccc3)cc2s1)Nc1ccccc1	i	i	i	i	i	i	i	i	i	i	i
O=C(Nc1nc2c(s1)CCCC2)c1ccc(Br)s1	i	i	i	i	i	i	i	i	i	i	i
Cc1nc(N2CCCCC2)sc1C(=O)c1cccc([N+](=O)[O-])c1	i	i	i	-5.8*	i	i	i	i	i	i	i
COCC(C)n1c(C)cc(C(=O)Cn2nc(C(=O)O)c3ccccc3c2=O)c1C (configuration not stated)	i	i	i	i	i	i	i	i	i	i	i
Cc1cc(C)c2c(N)c(C(=O)c3ccc(Br)cc3)oc2n1	i	i	i	i	i	i	i	i	i	i	i
N/C(Cc1ccc([N+](=O)[O-])cc1)=N\OC(=O)COc1cccc2ccccc12	i	i	i	i	i	i	i	i	i	i	i
O=c1c[n+]([O-])c2ccccc2n1OCc1c(F)cccc1F	i	i	i	i	i	i	i	i	i	i	i
COCCN=C1NN=C(c2cc(C)n(CC3CCCO3)c2C)CS1 (configuration not stated)	i	i	i	i	i	i	i	i	i	i	i
CCN(CC)S(=O)(=O)c1ccc(C)c(NC(=S)NNC(=O)C2CC2)c1	i	i	i	i	i	i	i	i	i	i	i
FC(F)(F)c1ccccc1C1=CC(c2ccccc2)n2ncnc2N1 (configuration not stated)	i	i	i	i	i	i	i	i	i	i	i
COC(=O)c1ccccc1OCC(=O)N1CCN(c2ccc(OC)cc2)CC1	i	i	i	i	i	i	i	i	i	i	i
O=C(NC1CCc2ccccc21)c1cc(COc2c(F)cccc2F)on1 (configuration not stated)	i	i	i	i	i	i	i	i	i	i	i
COc1ccc(NC(=O)CCC(=O)c2ccc(C(C)C)cc2)cc1	i	i	i	i	i	i	i	i	i	i	i
CSc1ccccc1NC(=O)CN(C)C(=O)Cc1c(F)cccc1Cl	i	i	i	i	i	i	i	i	i	i	i
Further results follow.
SMILES	RGS4 inh	TRPC4 agonist	MrgX1 antag	TRPC6 inh	TRPC4 potent	MrgX1 agonist	MrgX1 allo act	TRPC4 inh	TRPC6 act	ANO1 block	ANO1 activ
Cc1ccc(C)c(C(=O)C(C)OC(=O)CN2C(=O)NC3(CC(C)CC(C)(C)C3)C2=O)c1 (configuration not stated)	i	i	i	i	i	i	i	i	i	i	i
CCn1c(SCC(=O)c2[nH]c(C)c(C(C)=O)c2C)nnc1-c1ccccc1	i	i	i	i	i	i	i	i	i	i	i
N#Cc1ccc(OCC(=O)Nc2ccccc2NS(=O)(=O)c2cccs2)cc1	i	i	i	i	i	i	i	i	i	i	i
O=C(CN(C(=O)CNC(=O)c1cccs1)c1cccc(F)c1)NC1CCCCC1	i	i	i	i	i	i	i	i	i	i	i
COc1ccccc1/C=N/NC(=O)CCSc1ccccc1	i	i	i	i	i	i	i	i	i	i	i
O=C(Nc1ccccc1F)Nc1ccccc1N1CCCCC1	i	i	i	i	i	i	i	i	i	i	i
O=C1C=CN(Cc2ccccc2)CC1	i	i	i	i	i	i	i	i	i	i	i
CC(=O)CC(C)=NCCN=C(C)CC(C)=O	i	i	i	i	i	i	i	i	i	i	i
O=C(NCc1nnc(SCC(=O)N2CCCC2)o1)c1ccccc1	i	i	i	i	i	i	i	i	i	i	i
COc1ccc(/C(N)=N/OC(=O)Cc2ccccc2)cc1	i	i	i	i	i	i	i	i	i	i	i
O=C(CCC(=O)Nc1ccccc1)N/N=C/c1ccncc1	i	i	i	i	i	i	i	i	i	i	i
Cc1ccsc1C(=O)Nc1cc(C(C)(C)C)nn1-c1ccccc1	i	i	i	i	i	i	i	i	i	i	i
CCOC(=O)N1CCN(C(=O)COc2cccc3c2CCN(Cc2cccc(C)c2)C3=O)CC1	i	i	i	i	i	i	i	i	i	i	i
Cc1cc2c(c(=O)o1)C1(C(=O)N(CC(=O)O)c3ccccc31)C(C#N)=C(N)O2 (configuration not stated)	i	i	i	i	i	i	i	i	i	i	i
COc1ccc(NC(C)(C)c2nnnn2-c2c(C)cccc2C)cc1	i	i	i	i	i	i	6.6*	i	i	i	i
Cn1c(=O)c2c(nc(Br)n2CCSc2nc3ccccc3o2)n(C)c1=O	/	/	i	/	/	i	i	/	/	i	i
CN(Cc1ccccc1)C1CCNCC1	i	i	i	i	i	i	i	i	i	i	i
O=C(OCC(=O)c1cccc2ccccc12)c1ccc(CO)cc1	i	i	i	i	i	i	i	i	i	i	i
OCC1(Cc2ccc(F)cc2)CCCN(Cc2ccc(F)cc2Cl)C1 (configuration not stated)	i	i	i	i	i	i	i	i	i	i	i
CCn1nnnc1NCc1cccc(Cl)c1	i	i	i	i	i	i	i	i	i	i	i
CC(=O)Nc1ccc(NC(=O)CN(c2ccc(C34CC5CC(CC(C5)C3)C4)cc2)S(C)(=O)=O)cc1	i	i	i	i	i	i	i	i	i	i	i
CCOCCCNC(=S)N1CCC(C(=O)c2ccc3c(c2)OCCO3)CC1	i	i	i	i	i	i	i	i	i	i	i
O=C(CCc1nnc2ccc(NCCCN3CCCC3=O)nn12)NCc1ccccc1Cl	i	i	i	i	i	i	i	i	i	i	i
O=C(c1csc(Nc2cccc3ccccc23)n1)N1CCCC1	i	i	i	i	i	i	i	i	i	i	i
COc1cc(-c2noc(CCCC(=O)NC3CCCCC3)n2)cc(OC)c1OC	i	i	i	i	i	i	i	i	i	i	i

Two entries from above, field by field:
> O=C(Nc1ccccc1F)Nc1ccccc1N1CCCCC1
  RGS4 inh = i	TRPC4 agonist = i	MrgX1 antag = i	TRPC6 inh = i	TRPC4 potent = i	MrgX1 agonist = i	MrgX1 allo act = i	TRPC4 inh = i	TRPC6 act = i	ANO1 block = i	ANO1 activ = i

> COc1ccccc1/C=N/NC(=O)CCSc1ccccc1
  RGS4 inh = i	TRPC4 agonist = i	MrgX1 antag = i	TRPC6 inh = i	TRPC4 potent = i	MrgX1 agonist = i	MrgX1 allo act = i	TRPC4 inh = i	TRPC6 act = i	ANO1 block = i	ANO1 activ = i

(continued)
SMILES	RGS4 inh	TRPC4 agonist	MrgX1 antag	TRPC6 inh	TRPC4 potent	MrgX1 agonist	MrgX1 allo act	TRPC4 inh	TRPC6 act	ANO1 block	ANO1 activ
COc1ccccc1CNC(=O)c1ccc(CS(=O)(=O)c2ccccc2C)o1	i	i	i	i	i	i	i	i	i	i	i
CCN(CC)CCNC(=O)CNC(=O)c1nn(-c2ccc(OC)cc2OC)c(=O)c2ccccc12	i	i	i	i	i	i	i	i	i	i	i
Cc1cc(N/N=C/c2ccc3c(c2)OCO3)nc2ccccc12	i	i	i	i	i	i	i	i	i	i	i
COc1cccc(C(=O)Nc2nc3ccccc3s2)c1	i	i	i	i	i	i	i	i	i	i	i
OC1NC(=S)N(c2ccccc2)C1O (configuration not stated)	i	i	i	i	i	i	i	i	i	i	i
O=C(CCn1c2c(c3ccccc31)CCCC2)NNC(=O)c1ccc(Cl)c([N+](=O)[O-])c1	i	i	i	i	i	i	i	i	i	i	i
Cc1onc(-c2ccccc2Cl)c1C(=O)N(C)Cc1ccccc1	i	i	i	i	i	i	i	i	i	i	i
Cc1ccc(-n2ncc3c2CCCC3NC(=O)CCCN2CCCC2=O)cc1C (configuration not stated)	i	i	i	i	i	i	i	i	i	i	i
O=C(CC1C(=O)NCCN1C(=O)Nc1ccccc1)Nc1cccc(C(F)(F)F)c1 (configuration not stated)	i	i	i	i	i	i	i	i	i	i	i
O=C(c1cc([N+](=O)[O-])cc([N+](=O)[O-])c1)N1CCN(C(=O)c2ccco2)CC1	i	i	i	i	i	i	i	i	i	i	i
Cn1c(=O)c2cc(S(=O)(=O)NCCC(=O)Nc3ccc(F)cc3F)ccc2n(C)c1=O	i	i	i	i	i	i	i	i	i	i	i
Cc1cc[n+](-c2nc3ccccc3nc2C(=C=[N-])C#N)cc1	i	i	i	i	i	i	i	i	i	i	i
CCCOC(=O)c1ccc(NC(=O)c2cc(OC)c(OC)c(OC)c2Br)cc1	i	i	i	i	i	i	i	i	i	i	i
O=C(NCC(=O)N1CCN(c2ccccc2)CC1)c1ccc(Br)o1	i	i	i	i	i	i	i	i	i	i	i
CC(C)(C)c1ccc(OCC(=O)Nc2ccncc2)c(Br)c1	i	i	i	i	i	i	i	i	i	i	i
COc1ccc(C(=O)Nc2ccc(C3CC3(Cl)Cl)cc2)cc1 (configuration not stated)	i	i	i	i	i	i	i	i	i	i	i
CCCS(=O)(=O)N1CCN(C(=O)COc2ccc(-c3ccccc3)cc2)CC1	i	i	i	i	i	i	i	i	i	i	i
